Bioassay records (PubChem)
BLM helicase inh – qHTS Assay for Inhibitors of Bloom's syndrome helicase (BLM). RecQ-like DNA helicase BLM (Homo sapiens), P54132. recombinant BLM DNA unwinding, fluorescence dequenching. Potency, µM (titrated, usually from 56.1 µM), for the others: at the top dose activity change, negative = inhibition, most hits filed as inhibitors. 350,000 tested, 0.2% active. AID 2528, 2010;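 note: potency is the fitted concentration of half-maximal effect; plate controls were vehicle for no effect and no enzyme for full effect; nearly all actives have a fitted effect of over 35% in size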
Apoferritin bind – qHTS Assay for Identification of Novel General Anesthetics; Ferritin light chain (Equus caballus), P02791; apoferritin/1-aminoanthracene competitive binding, fluorescence; Potency, µM (highest dose often 77.5 µM), inactives show top-dose activity change, negative = displacement, usual class: inhibitors; 350,000 tested, 0.074% active; AID 485281, 2010; note: potency is the fitted concentration of half-maximal effect; % is set by controls: 0 for no effect and ±100 for the full control effect; nearly all actives have a fitted effect of over 20% in size
Target sequence (P02791 2-175 limits assumed): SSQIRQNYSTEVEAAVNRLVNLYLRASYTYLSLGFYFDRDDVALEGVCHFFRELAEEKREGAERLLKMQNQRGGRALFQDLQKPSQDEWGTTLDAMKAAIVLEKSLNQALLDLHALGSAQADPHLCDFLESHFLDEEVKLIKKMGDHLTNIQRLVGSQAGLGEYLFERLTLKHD
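Horse-spleen apoferritin (10 uM) in 50% saturated 1-aminoanthracene in PBS was incubated 10 min at room temperature with compound. Fluorescence (ex 380, em 535 nm) was normalized to free and bound 1-AMA, with concentration-response fitted by a four-parameter Hill equation.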
Pol kappa inh – qHTS for Inhibitors of Polymerase Kappa; DNA polymerase kappa (Homo sapiens), Q9UBT6; purified Pol kappa, fluorescent DNA synthesis assay, 10 min; Potency, µM (titrated, usually from 107 µM), for the others: top-dose activity, negative = inhibition, hits mostly inhibitors; 400,000 tested, 0.53% active; note: potency is the fitted concentration of half-maximal effect; % is set by controls: 0 for no effect and ±100 for the full control effect
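Kinetic fluorescence readout at 0 and 10 min followed reaction start with substrate at 50 nM final. Beforehand, enzyme (10 nM Pol kappa) stood 15 min with compound at room temperature; buffer-only wells were negative controls.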
POLB inh – qHTS Assay for Inhibitors of DNA Polymerase Beta; 340,000 tested, 1.3% active; Pol beta primer extension/strand displacement, fluorescence kinetic; Potency, µM (series often up to 114 µM), without a hit: at the highest dose activity change, negative = inhibition, hits mostly inhibitors; P06746; note: potency is the fitted concentration of half-maximal effect; % is set by controls: 0 for no effect and ±100 for the full control effect
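Kinetic readout of DNA synthesis with strand displacement by Pol beta. Compound and 10 nM enzyme sit 15 min at room temperature; 50 nM substrate starts the reaction, read immediately and at 10 min.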
TRHR ag – qHTS for Small Molecule Agonists and Allosteric Enhancers of Human TRH Receptor: Primary Screen for Agonists; Thyrotropin-releasing hormone receptor (Homo sapiens), P34981; TRHR cells, calcium flux fluo-8, FDSS agonist mode; activation, % at 2 µM; 360,000 tested, 0.18% active; in the data active = activation above about 30%; note: 0% is about no effect
Target sequence (P34981 whole entry, looked up): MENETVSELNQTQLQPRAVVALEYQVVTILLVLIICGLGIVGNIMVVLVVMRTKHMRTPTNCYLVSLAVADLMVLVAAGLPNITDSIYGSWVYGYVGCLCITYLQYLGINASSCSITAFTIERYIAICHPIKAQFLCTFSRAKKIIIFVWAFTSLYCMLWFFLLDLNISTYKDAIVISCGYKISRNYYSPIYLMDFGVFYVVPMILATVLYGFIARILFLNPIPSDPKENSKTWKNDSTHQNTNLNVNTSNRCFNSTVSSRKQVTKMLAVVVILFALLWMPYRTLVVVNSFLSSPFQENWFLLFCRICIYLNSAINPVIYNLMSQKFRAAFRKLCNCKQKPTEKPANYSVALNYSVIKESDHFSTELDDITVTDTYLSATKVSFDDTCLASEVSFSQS
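Steps: seed TRHR cells overnight; add fluo-8 no-wash Ca dye, RT 30 min–1.5 h; record 10 s baseline; pin-transfer compounds; monitor fluorescence 1 cycle/s for the agonist window. Calcium increases flag candidate agonists.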
ERG Ets-DNA blk – qHTS for Small Molecule Inhibitors of the ERG Ets/DNA interaction. AID 624246, 2012. Potency, µM (top dose mostly 76.9 µM), inactives show at the top dose FP activity, negative = inhibition, most hits filed as inhibitors. fluorescence polarization, His-ERG Ets domain / labelled DNA. 370,000 tested, 0.028% active; active = well fitted inhibition curve with a large enough effect in the polarisation, with a control signal flat; inconclusive = small, poorly fitted or top-dose-only effect, or effect the other way, or a change in a side signal; inactive = no such curve, though single readings can be large or run the other way; the % refers to the polarisation;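 note: polarization taken with two DNA probes labelled with fluorescein and Texas red; potency is the fitted concentration of half-maximal effect; % of control where 0% means no effect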
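His-tagged ERG Ets domain (1 uM in the protein solution; 300mM KCl, 50mM Tris-HCl, 1mM EDTA, 1mM DTT, pH 7.5) received compound, then a probe mix of 5 nM fluorescein-DNA and 100nM Texas-615-DNA. Fluorescence polarization was read for both dyes.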
12-LOX inh – Primary qHTS assay for inhibitors of human arachidonate 12S-lipoxygenase (ALOX12): Round 2 | 580,000 tested, 1.1% active | Potency, µM (top dose mostly 108 µM), for inactives: top-dose activity change, negative = inhibition, actives largely listed as inhibitors | purified 12hLO, xylenol orange hydroperoxide absorbance | Polyunsaturated fatty acid lipoxygenase ALOX12 (Homo sapiens), P18054; note: potency is the fitted concentration of half-maximal effect; % is set by controls: 0 for no effect and ±100 for the full control effect
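Purified human 12hLO (150 nM final) in 25 mM Hepes, 0.01% Triton X-100, pH 7.0 was preincubated 15 min at room temperature with compound. Then 40 uM arachidonic acid was added, 30 min. Hydroperoxide was read by Fe-XO absorbance ratio 573/405 nm.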
Pol iota inh – qHTS for Inhibitors of Polymerase Iota | Pol iota fluorescent replication assay, 10 min | Potency, µM (doses to about 115 µM), inactives show at the top dose activity, negative = inhibition, actives largely listed as inhibitors | 390,000 tested, 1% active | AID 588590, 2011; note: potency is the fitted concentration of half-maximal effect
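Pol iota at 10 nM preincubated 15 min with compounds at room temperature; reaction started with fluorescent substrate, 50 nM final. Fluorescence read kinetically at 0 and 10 min; buffer-only wells as negative control.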
APE1 inh – qHTS Assay for Inhibitors of the Human Apurinic/apyrimidinic Endonuclease 1 (APE1); DNA repair nuclease/redox regulator APEX1 (Homo sapiens), P27695; 350,000 tested, 0.35% active; recombinant APE1, TAMRA/BHQ-2 abasic DNA cleavage fluorescence; Potency, µM (titrated, usually from 65.8 µM), for inactives: at the top dose activity change, negative = inhibition, hits mostly inhibitors; AID 2517, 2012;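 note: potency is the fitted concentration of half-maximal effect; plate controls were vehicle for no effect and reference inhibitor for full effect; nearly all actives have a fitted effect of over 55% in size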
Target sequence (P27695 whole entry, looked up): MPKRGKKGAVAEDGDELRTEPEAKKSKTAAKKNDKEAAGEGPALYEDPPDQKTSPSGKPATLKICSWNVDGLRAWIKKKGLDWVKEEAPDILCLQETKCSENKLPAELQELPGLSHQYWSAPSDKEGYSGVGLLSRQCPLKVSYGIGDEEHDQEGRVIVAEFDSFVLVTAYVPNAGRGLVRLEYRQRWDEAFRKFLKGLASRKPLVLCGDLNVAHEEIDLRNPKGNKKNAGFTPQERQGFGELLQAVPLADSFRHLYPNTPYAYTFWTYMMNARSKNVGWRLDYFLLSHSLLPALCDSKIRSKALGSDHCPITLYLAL
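Kinetic fluorescence read (525 ex/598 em nm, three reads 60 s apart) of AP-site incision; signal = third minus first read. Enzyme 0.75 nM, dual-labelled THF duplex 50 nM, compound preincubation 15 min RT.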
The depositor's hits bear a star; ? = inconclusive; nt = not tested or not shown; & = joins results of further samples; [ ] = dose if it differs, or a comment. Unless noted, calls come from the whole dose curve; as a rule, active = well fitted curve in the direction sought with a large enough effect; inconclusive = small, poorly fitted or top-dose-only effect, or another doubt; inactive = no such curve, though single readings can be large; an effect the other way counts as inactive or inconclusive. A portion of the library; count on the stated rates, not on these rows.

structure	Pol kappa inh	TRHR ag	APE1 inh	Apoferritin bind	POLB inh	Pol iota inh	ERG Ets-DNA blk	BLM helicase inh	12-LOX inh
O=C(Cn1cnnn1)NC1CCCN(Cc2ccccc2F)C1 (configuration not stated)	-6%	0.2	26%	-10%	1%	34%	1%	-1%	-1%
Cc1ccc(CN2CCN(Cc3ccc4cccc(F)c4n3)CC2CCO)cc1 (configuration not stated)	15%	0.1	3%	-2%	37%	24%	-2%	7%	-20%
CCC(C)[C@H](NC(=O)N1c2ccccc2NC(=O)[C@@H]1C(C)C)C(=O)N[C@@H](Cc1ccccc1)C(=O)O (some centres not stated)	18%	-0.1	8%	-10%	31%	-1%	12%	-1%	5%
CCc1ccc(NC(=O)C2=CC(c3ccc(OC)c(OC)c3)=NS(=O)(=O)N2C)cc1	-6%	-0.1	-11%	-9%	16%	13%	-11%	-9%	20%
COc1cc(C(=O)NCC(c2cccnc2)N2CCN(c3ccccc3)CC2)cc(OC)c1OC (configuration not stated)	-1%	-0.3	-13%	-1%	4%	-3%	2%	1%	-2%
COc1cc(C(=O)N2CCN(c3ccccc3)CC2)c2ccccc2n1	-20%	nt	nt	nt	nt	48%[activator]	0%	nt	-9%
CCN(CC(=O)Nc1ccc(NC(C)=O)cc1)C(=O)CCCOc1ccc(C(C)(C)C)cc1	-18%	1.1	26%	nt	nt	10%	4%	nt	-27%
O=c1[nH]c(/C(=N\O)c2ccccc2)no1	2%	0.0	6%	-3%	-27%	?	-8%	-1%	64%[activator]
Nc1ccc(CCc2ccc(N)cc2)cc1	-7%	nt	nt	nt	nt	60%[activator]	-2%	nt	0%
O=C(COc1ccc(S(=O)(=O)NC2CCCCC2)cc1)NC1CC1	-3%	-0.3	5%	-6%	14%	14%	-9%	0%	4%
O=C(NCCNc1ccc([N+](=O)[O-])cc1)c1cc(F)c(F)cc1Cl	-1%	nt	nt	nt	nt	31%	-15%	nt	44%
CCc1c(O)nc(SC2CC(=O)N(c3ccc(F)c(Cl)c3)C2=O)[nH]c1=O (configuration not stated)	-14%	-0.7	24%	?	12%	26%	12%	-5%	?
COc1ccccc1N1CCN(C2CCCN(C(=O)c3oc(C)cc3C)C2)CC1 (configuration not stated)	-15%	-0.6	-4%	-8%	4%	9%	-17%	1%	498%[activator]
CCc1ccc(NC(=O)C(CC)n2c(=O)c(C(F)(F)F)nc3ccccc32)cc1 (configuration not stated)	-1%	0.5	nt	-9%	?	23%	-5%	0%	-13%
COc1ccc2[nH]cc(C(=O)NCCc3ccccc3)c(=O)c2c1	2%	0.4	-4%	-17%	14%	14%	8%	-13%	0%
COc1ccc(-c2nn(C)c(=O)c3ccccc23)cc1NC(=O)Cn1nc(-c2ccccc2)c2ccccc2c1=O	-1%	1.1	6%	-9%	1%	6%	3%	-15%	13%
COc1ccc(S(=O)(=O)Nc2ccc3c(c2)OCO3)cc1	-6%	-0.1	9%	-15%	34%	25%	nt	-6%	5%
COc1cccc(C(=O)N(CN2CCCC2=O)c2cc(C)on2)c1	7%	-0.8	5%	-3%	-2%	-12%	-5%	-1%	-10%
O=[N+]([O-])c1nn(-c2ccc(Cl)cc2)n(O)c1=NCc1ccccc1	-5%	-0.1	-4%	?	-7%	3%	-2%	-13%	-6%
CCOc1ccc(CCNC(=O)Cn2nc(CC)n3c(cc4ccccc43)c2=O)cc1	4%	0.0	nt	-2%	3%	40%[activator]	5%	-7%	-10%
Cn1ncc([N+](=O)[O-])c1C(=O)Nc1ccc(-c2nc3ccccc3[nH]2)cc1	-11%	0.0	-3%	-17%	-2%	19%	nt	-6%	12%
Cc1cc(C)c2c(CC(=O)Nc3ccc(S(=O)(=O)Nc4nc(C)cc(C)n4)cc3)coc2c1	-19%	-0.1	nt	-12%	-10%	4%	1%	-1%	-15%
CCCCCN1CC(=O)N2[C@@H](Cc3c([nH]c4ccccc34)C2(C)C)C1=O	-31%	-0.2	-2%	5%	45%	24%	4%	-7%	2%
CCOC(=O)N/N=C\c1cccc(OC)c1OC/C=C/c1ccccc1	-23%	-1.5	16%	-10%	9%	4%	8%	-12%	nt
N#Cc1ccc(CSc2nnc(NC(=O)C3CC(=O)N(c4ccc5c(c4)OCCO5)C3)s2)cc1 (configuration not stated)	1%	-0.1	14µM*	-8%	8.9µM*	31%[activator]	5%	-26%	nt
COc1ccc(S[C@@H](CCN2CC[C@H](NC(=O)OCc3ccccc3)CCC2=O)c2ccccc2)cc1	7%&-2%	nt	-17%	nt	nt	-5%&16%	15%	nt	-10%
CCc1cccc(OCCCCN(CC)CC)c1	9%	-2.8	1%	-10%	1%	8%	-1%	-3%	1.1µM*
CN(C)S(=O)(=O)Oc1cccc(C(=O)Nc2ccccc2Cl)c1	0%	-0.2	0%	-17%	9%	10%	2%	-5%	0%
COc1cccc(CNC(=S)NC2CC2)c1	-9%	-0.4	10%	-5%	75%	29%	0%	-3%	-11%
Cc1ccn2c(=O)c(C(=O)NCCCN3CCCCC3C)c(O)nc2c1 (configuration not stated)	-9%&0%	0.0&0.1	9%	-4%&4%	2%&11%	50%&14%[activator]	1%&5%	3%&4%	-13%
Cc1cc(NC(=O)CSc2ccc(-c3cccc([N+](=O)[O-])c3)nn2)no1	-4%	-1.4	-10%	-6%	23%	136%[activator]	-1%	-1%	1%
CCOCc1cc(C2NC(=O)NC(C)=C2C(=O)OCC)ccc1OC (configuration not stated)	-4%	-1.0	5%	1%	1%	0%	-9%	1%	6%

The last seven compounds of the part before open the next one:
structure	Pol kappa inh	TRHR ag	APE1 inh	Apoferritin bind	POLB inh	Pol iota inh	ERG Ets-DNA blk	BLM helicase inh	12-LOX inh
COc1ccc(S[C@@H](CCN2CC[C@H](NC(=O)OCc3ccccc3)CCC2=O)c2ccccc2)cc1	7%&-2%	nt	-17%	nt	nt	-5%&16%	15%	nt	-10%
CCc1cccc(OCCCCN(CC)CC)c1	9%	-2.8	1%	-10%	1%	8%	-1%	-3%	1.1µM*
CN(C)S(=O)(=O)Oc1cccc(C(=O)Nc2ccccc2Cl)c1	0%	-0.2	0%	-17%	9%	10%	2%	-5%	0%
COc1cccc(CNC(=S)NC2CC2)c1	-9%	-0.4	10%	-5%	75%	29%	0%	-3%	-11%
Cc1ccn2c(=O)c(C(=O)NCCCN3CCCCC3C)c(O)nc2c1 (configuration not stated)	-9%&0%	0.0&0.1	9%	-4%&4%	2%&11%	50%&14%[activator]	1%&5%	3%&4%	-13%
Cc1cc(NC(=O)CSc2ccc(-c3cccc([N+](=O)[O-])c3)nn2)no1	-4%	-1.4	-10%	-6%	23%	136%[activator]	-1%	-1%	1%
CCOCc1cc(C2NC(=O)NC(C)=C2C(=O)OCC)ccc1OC (configuration not stated)	-4%	-1.0	5%	1%	1%	0%	-9%	1%	6%
O=C(c1nn2c(C(F)(F)F)cc(-c3ccccc3)nc2c1Cl)N1CCN2CCCC2C1 (configuration not stated)	1%	-0.2	7%	-15%	0%	25%	1%	-1%	44%[activator]
O=C(N/C(=C/C=C\c1ccccc1)C(=O)N1CCOCC1)c1ccc(Br)cc1	0%	0.5	-9%	-17%	16%	-18%	0%	-10%	0%
COc1cc2nc(N(CCN(C)C)C(=O)c3ccc(S(=O)(=O)N(C)CC4CCCO4)cc3)sc2cc1OC (configuration not stated)	3%	0.4	13%	-8%	-1%	0%	-4%	-3%	-28%
CSc1n[nH]c(=O)n1C1CCCCC1	1%	-0.2	3%	5%	38%	8%	-11%	0%	382%[activator]
COc1ccc(CNC(=O)COc2ccc(Br)c(C)c2)cc1	-16%	0.0	37%	-22%	11%	13%	-1%	-3%	0%
O=S(=O)(NCc1ccc(F)cc1)c1ccccc1Br	7%&9%	-0.2	29%	nt	nt	18%&8%	-4%	nt	-10%
CCCCC1CN2CCc3c([nH]c4ccccc34)C2(C)C1 (configuration not stated)	-8%	1.1	23%	-14%	26%	122%[activator]	13%	2%	-6%
COc1ccc(N2CCN(C3CCCN(C(=O)c4ccoc4)C3)CC2)cc1 (configuration not stated)	-2%	0.5	46%	-4%	23%	17%	-11%	0%	27%
Cc1c(-c2nc(-c3cccnc3)no2)cccc1[N+](=O)[O-]	-9%	0.0	18%	-7%	-12%	129%[activator]	8%	-6%	-2%
